# Source: PubChem
# CHO-K1 Ca antag – M1 antagonist counterscreen hit in parental CHO-K1 cells; ATP-induced calcium, Fluo-8 fluorescence; inhibition, % at 3 µM; actives 0.6% (n = 360,000); AID 602250;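 active = inhibition above a per-plate cutoff, the plate's mean sample inhibition plus 3 SD, cut at about 24% in these data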;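 note: 0% = DMSO plus EC80 ATP and 100% = DMSO alone without ATP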
# M1 antag – human M1 muscarinic receptor antagonists, primary screen, CHO-K1 cells, Fluo-8 calcium fluorescence, 1536-well; Muscarinic acetylcholine receptor M1 (Homo sapiens), P11229; CHO-K1 hM1, ACh EC80 antagonist; inhibition, % at 3 µM; actives 1.3% (n = 360,000); AID 588852, 2011;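 active = percent inhibition above its own plate's cutoff, namely the mean of that plate's compound wells plus 3 SD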;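 note: peak over basal fluorescence ratio during 140 s after agonist addition; 0% = ACh EC80 plus DMSO and 100% = DMSO alone without agonist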
# Target sequence (P11229 whole entry, looked up): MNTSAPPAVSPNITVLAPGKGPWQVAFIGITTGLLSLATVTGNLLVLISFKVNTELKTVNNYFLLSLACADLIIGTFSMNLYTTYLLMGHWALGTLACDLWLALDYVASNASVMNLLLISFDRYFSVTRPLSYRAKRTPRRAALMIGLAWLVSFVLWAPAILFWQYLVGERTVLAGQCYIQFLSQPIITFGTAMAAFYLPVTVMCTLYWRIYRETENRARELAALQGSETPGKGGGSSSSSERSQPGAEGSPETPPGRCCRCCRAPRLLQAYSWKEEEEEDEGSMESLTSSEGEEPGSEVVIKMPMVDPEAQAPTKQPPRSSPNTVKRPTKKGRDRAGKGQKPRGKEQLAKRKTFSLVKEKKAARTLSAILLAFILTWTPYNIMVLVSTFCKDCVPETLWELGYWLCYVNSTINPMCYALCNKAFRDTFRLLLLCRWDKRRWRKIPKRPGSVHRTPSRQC
# TAAR1 antagonist – human TAAR1 antagonists, primary screen, Fluo-8 calcium fluorescence, CHO RD-HGA16 cells | Trace amine-associated receptor 1 (Homo sapiens), Q96RJ0 | antagonist | actives 1.5% (n = 360,000) | inhibition, % at 3 µM | AID 624466, 2012;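 active = inhibition above a per-plate cutoff, the mean inhibition of test compounds on that plate plus 3 SD, cut at about 49% in these data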;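 note: 0% = DMSO plus EC80 beta-PEA response and 100% = DMSO alone without agonist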
#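 Test system: RD-HGA16 CHO cells with stable hTAAR1 and Gα16 / Probe or stimulus: EC80 β-phenethylamine stimulus / Times: seeding 17-24 h prior, 75-min 37 °C, 30-min RT dye loading / Detection: Fluo-8 calcium-sensitive fluorescence / Read-out basis: % inhibition scaled between DMSO and EC80 PEA controls / Repeats: singlicate, one well per test compound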
# M1 PAM parental – nonselective calcium activators in parental CHO-K1 cells, primary screen, counter-screen for M1 PAM project, cell-based, Fluo-8 calcium fluorescence, full deck, 1536-well; ATP EC20; 0% at ATP EC20, 100% at ATP max; activation, % at 3 µM; actives 0.02% (n = 360,000);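 active = activation above the run cutoff, the mean activation of all test compounds plus 3 SD, cut at about 40% in these data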;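 note: peak over basal fluorescence ratio in a 140 s read after ATP addition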
# TAAR1 ag – human TAAR1 agonists, primary screen, Fluo-8 calcium fluorescence, CHO RD-HGA16 cells. actives 0.99% (n = 360,000). vehicle wells 0%, saturating PEA agonist 100%. activation, % at 3 µM. AID 624467, 2012;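 active = activation above the mean activation of all test compounds in the run plus 3 SD, cut at about 38% in these data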
#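 Benchmarks: low control DMSO, high control PEA (EC100); System: CHO RD-HGA16 cells carrying human TAAR1 plus Gα16; Detection: Fluo-8 fluorescence, 5 s baseline then 140 s kinetic read; Schedule: 17-24 h plating, Fluo-8 75 min 37 °C, 30 min RT; Read-out basis: % activation from peak over basal fluorescence ratio, DMSO-to-PEA scaled.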
# OXTR potentiate – human OXTR potentiators, primary screen, fluorescence, CHO-OTR cells, Fluo-8 calcium; actives 0.061% (n = 320,000); Oxytocin receptor (Homo sapiens), P30559; Fluo-8 calcium fluorescence, potentiator mode; 0% = oxytocin EC15, 100% = EC100; activation, % at 3 µM;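 active = activation above that plate's cutoff, the mean activation of tested compounds plus 3 SD, cut at about 6.6% in these data, passing the limit was not always enough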;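 note: 100% uses oxytocin at 75 nM as the full agonist control; some results filed as inactive read as strong as hits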
# Target sequence (P30559 whole entry, looked up): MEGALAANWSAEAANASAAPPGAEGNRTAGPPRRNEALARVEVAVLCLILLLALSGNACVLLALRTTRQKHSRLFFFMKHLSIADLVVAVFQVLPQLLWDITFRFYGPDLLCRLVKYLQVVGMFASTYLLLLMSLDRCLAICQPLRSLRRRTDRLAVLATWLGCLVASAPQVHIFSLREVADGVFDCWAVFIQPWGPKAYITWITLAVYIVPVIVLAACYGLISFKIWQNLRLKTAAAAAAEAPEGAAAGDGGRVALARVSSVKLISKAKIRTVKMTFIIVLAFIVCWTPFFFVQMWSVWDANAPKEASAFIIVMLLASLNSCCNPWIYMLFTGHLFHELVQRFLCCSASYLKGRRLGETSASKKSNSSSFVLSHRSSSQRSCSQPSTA
#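 Material: CHO-OTR cells, human receptor; compound dosing: single dose, 3.0 µM nominal final compound concentration; schedule: 6 min compound pre-incubation at room temperature, 100 s kinetic read; measured by: kinetic Fluo-8 calcium fluorescence; read-out basis: % activation vs EC15 and EC100 oxytocin; controls: EC15 oxytocin alone as 0%, 75 nM oxytocin as 100%; replicates: singlicate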
# M1 ag parental – counter-screen for M1 agonists: effect in parental CHO-K1 cells; actives 0.48% (n = 360,000); Fluo-8 calcium fluorescence; scaled to maximal ATP response, vehicle zero; activation, % at 3 µM; in the data active = activation above about 15%;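 note: untransfected CHO-K1 host cells lacking M1 receptor as counterscreen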
# CHO parental Ca – ATP-evoked calcium signal inhibitors, parental CHO, primary screen, counter-screen for OX1R antagonist project, cell-based, fluorescence, Fluo-8 calcium dye; parental CHO-K1, ATP-induced calcium, Fluo-8 fluorescence; inhibition, % at 5.6 µM; actives 0.63% (n = 330,000);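 active = inhibition above that plate's mean sample inhibition plus 3 SD, cut at about 26% in these data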;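 note: 0% = ATP-challenged DMSO wells and 100% = DMSO wells without ATP; some compounds past the cut are filed as inactive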
#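 Measured by: calcium-sensitive Fluo-8 fluorescence / Test system: CHO parental line / Controls: ATP-challenged DMSO wells low, unchallenged DMSO wells high / Measure: % inhibition / Compound: single nominal dose of 5.6 µM per compound / Replicates: single well per compound, no replicates / Reagent: ATP as calcium-mobilizing challenge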
# M1 ag – human M1 muscarinic receptor agonists, primary screen, Fluo-8 calcium fluorescence, CHO-K1 cells, HTS | Muscarinic acetylcholine receptor M1 (Homo sapiens), P11229 | CHO-K1 hM1, agonist mode; 0% DMSO, 100% acetylcholine EC100 | activation, % at 3 µM | actives 0.33% (n = 360,000) | AID 588814, 2011;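 active = activation above the run's mean compound activation plus 3 SD, cut at about 16% in these data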;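 note: peak over basal fluorescence ratio within a 140 s kinetic read after compound addition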
# * marks the source's active call; other numbers are inactive results; nt = not tested or not shown.
SMILES,CHO-K1 Ca antag,M1 antag,TAAR1 antagonist,M1 PAM parental,TAAR1 ag,OXTR potentiate,M1 ag parental,CHO parental Ca,M1 ag
CCOC(=O)C1=C(c2ccccc2)N=C2SCC(=O)N2C1c1ccc(OC)c(OC)c1 (stereo not drawn),4,-8,13,-5,1,3,0.3,-26,3
COc1ccccc1C(=O)Nc1nc(-c2ccc(S(=O)(=O)N3CCOCC3)cc2)cs1,21,57*,69*,-32,31,-25,9.0,24,5
Cc1c([N+](=O)[O-])c([N+](=O)[O-])nn1CC(=O)NCc1cccnc1,9,-2,11,0,1,-13,-0.3,-8,-14
CN(CC(=O)Nc1ccc(Cl)c(C(F)(F)F)c1)C(=O)C1CCCO1 (stereo not drawn),-11,-5,6,9,16,-8,3.1,-4,0
O=C(Nc1cccc2c1C(=O)NC2=O)c1ccccc1[N+](=O)[O-],0,-9,12,-7,7,1,-0.4,-1,0
CCNC(=S)NN(c1ccccc1)c1ccccc1,-5,3,-9,12,-1,1,0.0,-7,-7
NC(c1csc(NC(=O)c2cccc(OC(F)(F)F)c2)n1)c1ccccc1Cl (stereo not drawn),1,5,31,19,31,nt,4.2,nt,3
CCN1CCN(S(=O)(=O)c2ccc3c(c2)OCCO3)CC1,5,-8,-6,-3,13,-14,-0.2,-4,-3
CSc1ccc(Cl)c(C(=O)Nc2ccc(Cl)cn2)c1,-16,-7,-23,13,0,-4,0.7,-6,-5
Cc1nc2ccccc2nc1N/N=C/c1ccc(O)cc1,-7,-9,-5,-8,2,-5,0.4,-16,2
Cc1c(C)c2ccc(OCC(=O)NCCCn3ccnc3)cc2oc1=O,-17,16,-19,-16,1,1,-0.1,-2,-10
CCn1ncc([N+](=O)[O-])c1C(=O)NC1CCCCC1,8,3,0,-11,0,0,-0.3,2,-8
CC[C@]12c3[nH]c4cc(-c5ccco5)ccc4c3CCN1C(=O)[C@@H](CC(=O)NCc1ccco1)C[C@@H]2C(=O)N1CCN(C(=O)C2CC2)CC1,0,-13,-16,17,-1,nt,-0.2,-14,-6
Cn1ncc([N+](=O)[O-])c1C(=O)Nc1cccc(Cl)c1,-8,-4,-17,15,2,-11,0.3,-16,-3
COc1ccc(CC(=O)Nc2nc(-c3cccc([N+](=O)[O-])c3)cs2)cc1,0,1,-5,7,1,-11,0.3,-1,-5
CCN(CC(=O)Nc1ccccc1OC)CC(=O)Nc1c(Cl)ccc(C)c1Cl,-2,13,58*,4,12,-4,8.3,-13,-3
Nc1ncnc2c1ncn2[C@@H]1O[C@H](CNCc2ccc(-c3cc(C(F)(F)F)ccc3Cl)o2)[C@@H](O)[C@H]1O,-1,6,-6,2,1,nt,0.2,-16,-6
O=C(NCCc1ccccc1)c1n[nH]c2ccccc12,-17,-8,12,19,5,-9,0.8,-10,-7
O=C(C1CCCN(S(=O)(=O)c2ccccc2)C1)N1CCCCCC1 (stereo not drawn),1,4,-1,4,4,1,4.4,-8,-4
Cc1ccc(S(=O)(=O)n2nc(OC(=O)c3ccccc3C)cc2N)cc1,19,3,13,-5,48*,-5,-1.5,-23,-5
O=C(COC(=O)c1ccc(Br)o1)NC1CCCCC1,-8,0,12,8,1,1,0.5,-6,-3
CC1(C(=O)NCc2ccco2)Cc2c(-c3cccc(C(F)(F)F)c3)ccnc2O1 (stereo not drawn),-7,3,-13,15,3,nt,2.6,nt,-4
COc1cc(C(=O)Nc2ccc(NC(=O)C3CCCCC3)nc2)cc(OC)c1OC,-9,-9,0,19,2,nt,0.6,nt,-5
CSc1ccccc1NC(=O)N1CCC(CO)(CC2CCCCO2)CC1 (stereo not drawn),14,5,3,-10,0,-2,0.1,0,-5
CCCCN(C)CCC(=O)Nc1ccc(Cl)cc1,11,1,1,-8,12,-2,-0.2,-13,-7
O=C(NCCN1CCOCC1)c1ccc(CSc2nc3ccncc3n2Cc2ccc(F)cc2)cc1,-5,-12,2,12,1,4,1.0,-6,-12
CC(C)C[C@@H](CN1CCC[C@H]1CN1C(=O)C(=O)NC[C@@H]1Cc1ccc(O)cc1)N1C[C@H](Cc2ccccc2)N(CC2CCCCC2)C(=O)C1=O,-12,nt,-18,-8,1,nt,0.0,nt,nt
O=C(/C=C/c1ccco1)N(Cc1ccc(F)cc1)C1CCS(=O)(=O)C1 (stereo not drawn),-8,-13,-8,10,3,4,1.0,-13,-3
COc1ccc(CCNC(=O)COC(=O)CCC(=O)c2cccs2)cc1OC,-10,-10,-18,-4,1,3,0.5,-1,0
O=C(NC1(C(F)(F)F)NC(=O)N(C2CCCCC2)C1=O)c1ccco1 (stereo not drawn),-6,-4,-26,15,1,-11,-1.1,7,-1
Cc1cnc(C)c(Nc2nc(C(N)CCc3ccccc3)cs2)n1 (stereo not drawn),-17,-9,1,19,6,nt,6.5,nt,5
Cc1ccc2[nH]c(C)c(CC(=O)NCc3ccccc3)c2c1,-14,-14,-18,28,4,-8,1.1,-4,-2
COc1ccc(C(C)=O)cc1COC(=O)Cc1cc(OC)c(OC)c(OC)c1,-9,7,-9,6,-1,-6,7.9,-17,-4
O=C(NCCc1cccs1)c1ccc(Cl)c(Cl)c1,-22,-8,-5,14,-1,-3,3.2,-4,-4
C[C@@H]1CN([C@@H](C)CO)S(=O)(=O)c2ccc(Br)cc2O[C@@H]1CN(C)Cc1cccnc1,-6,10,0,-9,7,nt,0.1,nt,-4
COc1cccc(NC(=O)COC(=O)CCC(=O)c2cccs2)c1,-11,-6,8,22,16,-1,0.5,-25,-2
CCN(C(=O)c1c(C)cc(=O)oc1C)c1ccc2c(c1)OCO2,7,-3,13,6,1,-8,-0.1,-2,0
Cc1nn(-c2ccccc2)c(=S)n1-c1ccccc1,-5,-1,-13,17,9,0,0.4,-12,-5
COc1ccccc1OCC(=O)Nc1ccc(S(=O)(=O)N(C)c2ccccc2)cc1,-6,2,18,10,1,-8,2.8,-3,-2
CCn1cc(C(=O)NCC2COc3ccccc3O2)c2cc(OC)c(OC)cc2c1=O (stereo not drawn),0,-7,17,14,6,-21,1.9,-40,-3
CCN(C(=O)C(C)Sc1ccc(S(=O)(=O)N2CCN(C)CC2)cn1)c1ccccc1 (stereo not drawn),-17,-3,-11,-4,2,-7,-0.3,-26,-5
Cc1cccc(CSC2=CS(=O)(=O)c3ccccc3N2)c1,-4,-4,7,13,1,-15,3.6,-20,-1
C[C@H](O)[C@@H]1C(=O)N2CCc3ccc(N4CCN(C)CC4)cc3[C@@H]2C[C@@H]1N(C)C(=O)Nc1cc(Cl)cc(Cl)c1,-18,5,-23,5,3,nt,0.4,nt,-8
CSc1nc2ccc(N3C(=O)C4CCCCC4C3=O)cc2s1 (stereo not drawn),16,2,18,-12,6,-6,0.7,-21,-4
Cc1ccc(CNC(=O)CSc2nc(N3CCCCC3)nc(N3CCCCC3)n2)cc1,-1,-28,-6,14,1,3,-0.4,-24,-3
CS(=O)(=O)N(CC(N)=O)Cc1ccc(Cl)cc1,-8,1,9,12,7,6,0.2,-4,-1
Cc1cc2c(ncn2Cc2ccccc2)c(N)c1C,0,5,-7,25,6,-5,0.8,-6,-7
O=C(CN1C2CCCC1CC(NC(=O)C1CCCCC1)C2)Nc1ccccc1C(F)(F)F (stereo not drawn),-11,-4,-4,1,2,-11,0.6,-6,-8
COc1ccc(C(C)=O)cc1COC(=O)c1ccc(S(=O)(=O)N2CCOCC2)cc1,-4,2,24,4,6,-18,0.6,0,-2
CC1(C)NC(=O)N(CCCCOc2ccc(Cl)cc2C=O)C1=O,-21,-1,8,25,4,-19,7.7,-9,-2

# Record cards, as listed above. Order of screens: CHO-K1 Ca antag | M1 antag | TAAR1 antagonist | M1 PAM parental | TAAR1 ag | OXTR potentiate | M1 ag parental | CHO parental Ca | M1 ag
# CC1(C)NC(=O)N(CCCCOc2ccc(Cl)cc2C=O)C1=O is listed with -21 | -1 | 8 | 25 | 4 | -19 | 7.7 | -9 | -2
# CCN(C(=O)C(C)Sc1ccc(S(=O)(=O)N2CCN(C)CC2)cn1)c1ccccc1 (stereo not drawn) is listed with -17 | -3 | -11 | -4 | 2 | -7 | -0.3 | -26 | -5

# Following part:
SMILES,CHO-K1 Ca antag,M1 antag,TAAR1 antagonist,M1 PAM parental,TAAR1 ag,OXTR potentiate,M1 ag parental,CHO parental Ca,M1 ag
Cc1cc2occ(CC(=O)N(CCC(C)C)c3c(N)n(Cc4ccccc4)c(=O)[nH]c3=O)c2cc1C,9,-10,-33,-26,2,-7,-0.4,-1,3
Cc1ccc2c(c1)N(CC(=O)NC1CCCC1)C(=O)C(C)O2 (stereo not drawn),-3,-4,-11,8,4,-15,0.0,-13,-3
O=C(COc1ccc2c3c(c(=O)oc2c1)CCC3)Nc1ccc(CN2CCOCC2)cc1,-14,0,-1,21,2,-5,3.1,-12,-2
O=C1OCc2ccc([N+](=O)[O-])cc21,-2,-13,-7,-19,0,nt,0.0,nt,0
CCOC(=O)c1oc2c(C)c(O)ccc2c(=O)c1-c1nncn1-c1ccccc1,31*,0,6,-6,8,-6,0.2,9,1
CCCOc1ccccc1C1NC(=O)NC(C)=C1C(=O)OCc1ccccc1 (stereo not drawn),2,12,-9,2,12,-6,2.5,11,-9
O=C(NC1CCN(Cc2ccccc2)CC1)C1CCN(S(=O)(=O)c2ccccc2)CC1,-9,0,-15,4,5,-2,1.2,-11,-12
O=C(O)c1ccc(NC(=S)N2CCCCC2)cc1,-6,-6,10,17,5,-5,-0.2,-6,-2
CC1(C(=O)Nc2nnc(SCc3ccccc3)s2)Cc2ccccc2C(=O)O1 (stereo not drawn),-14,-11,4,7,20,-1,2.4,-16,1
COc1cccc(CNC(=O)c2ccc(C)c(NC3=NC4CS(=O)(=O)CC4S3)c2)c1 (stereo not drawn),-2,1,-9,-1,1,-4,0.2,-7,-5
COc1ccc(N2C(=O)C(Cl)=C(N3CCCC3)C2=O)cc1,-15,-18,-8,24,-2,-7,0.4,-8,-1
